V1R ag counter: V1a receptor agonism, counter-screen for OXTR agonists; P37288; CHO-V1R cells, Fluo-8 calcium fluorescence, agonist mode; 0% DMSO, 100% 3 nM vasopressin; activation, % at 3 µM; 320,000 tested, 0.25% active; AID 2797;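 active = activation above the mean activation of all tested compounds plus 3 SD, per screening run, cut at about 20% in these data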;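 note: signal is peak over basal fluorescence ratio across a 100 second FLIPR read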
Target sequence (P37288 whole entry, looked up): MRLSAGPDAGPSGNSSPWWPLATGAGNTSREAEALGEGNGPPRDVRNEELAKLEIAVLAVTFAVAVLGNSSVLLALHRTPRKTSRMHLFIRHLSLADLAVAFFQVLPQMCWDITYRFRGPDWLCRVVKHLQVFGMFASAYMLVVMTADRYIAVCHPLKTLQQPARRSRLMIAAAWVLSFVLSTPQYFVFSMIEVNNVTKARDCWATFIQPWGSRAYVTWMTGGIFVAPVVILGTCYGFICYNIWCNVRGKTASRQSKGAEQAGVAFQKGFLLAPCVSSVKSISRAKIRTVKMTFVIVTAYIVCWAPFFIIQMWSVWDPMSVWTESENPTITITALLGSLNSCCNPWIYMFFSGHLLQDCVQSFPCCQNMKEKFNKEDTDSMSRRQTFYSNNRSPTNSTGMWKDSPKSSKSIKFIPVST
TAAR1 agonist: human TAAR1 agonism; Q96RJ0; CHO RD-HGA16 TAAR1, Fluo-8 calcium fluorescence; vehicle wells 0%, saturating PEA agonist 100%; activation, % at 3 µM; 360,000 tested, 0.99% active; AID 624467;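 active = activation above the mean activation of all test compounds in the run plus 3 SD, cut at about 38% in these data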
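Assay system: CHO-derived RD-HGA16 cells with stable Gα16 and human TAAR1; timing: 17-24 h seeding, 75 min 37 °C dye, 30 min RT; read-out: % activation from peak over basal fluorescence ratio, DMSO-to-PEA scaled; measured by: kinetic Fluo-8 calcium fluorescence; benchmarks: low control DMSO, high control PEA (EC100); doses: 3 µM single concentration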
M1 antag: antagonists of human M1 muscarinic receptor; P11229; CHO-K1 hM1, Fluo-8 calcium fluorescence, ACh EC80 antagonist; inhibition, % at 3 µM; 360,000 tested, 1.3% active; AID 588852;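 active = percent inhibition above its own plate's cutoff, namely the mean of that plate's compound wells plus 3 SD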;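 note: peak over basal fluorescence ratio during 140 s after agonist addition; 0% = ACh EC80 plus DMSO and 100% = DMSO alone without agonist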
TAAR1 antagonist: human TAAR1 antagonism | 360,000 tested, 1.5% active | inhibition, % at 3 µM | CHO RD-HGA16 TAAR1, Fluo-8 calcium fluorescence, antagonist | AID 624466;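 active = inhibition above a per-plate cutoff, the mean inhibition of test compounds on that plate plus 3 SD, cut at about 49% in these data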;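 note: 0% = DMSO plus EC80 beta-PEA response and 100% = DMSO alone without agonist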
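Assay system: RD-HGA16 CHO cells with stable hTAAR1 and Gα16 / Reagent: EC80 β-phenethylamine stimulus / Doses: 3 µM, single point / Timing: dye loading 75 min at 37 °C, then 30 min room temperature / Measured by: Fluo-8 intracellular calcium dye fluorescence, real-time kinetic reads / Controls: vehicle wells and EC80 agonist wells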
M1 PAM: human CHRM1 positive allosteric modulation; 360,000 tested, 0.088% active; AID 588819; activation, % at 3 µM; CHO-K1 hM1, Fluo-8 calcium fluorescence, ACh EC20; 0% = ACh EC20, 100% = maximal ACh; in the data active = activation above about 19%, passing the limit was not always enough
M1 ag: activates human CHRM1 receptor | CHO-K1 hM1, Fluo-8 calcium fluorescence, agonist mode; 0% DMSO, 100% acetylcholine EC100 | activation, % at 3 µM | 360,000 tested, 0.33% active;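 active = activation above the run's mean compound activation plus 3 SD, cut at about 16% in these data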;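 note: peak over basal fluorescence ratio within a 140 s kinetic read after compound addition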
CHO parental Ca: counter-screen: ATP calcium response change in parental CHO cells. parental CHO-K1, ATP-induced calcium, Fluo-8 fluorescence. inhibition, % at 5.6 µM. 330,000 tested, 0.63% active. AID 463079;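 active = inhibition above that plate's mean sample inhibition plus 3 SD, cut at about 26% in these data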;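 note: 0% = ATP-challenged DMSO wells and 100% = DMSO wells without ATP; some compounds past the cut are filed as inactive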
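Test system: untransfected parental CHO cell line. Compound: one dose, 5.6 µM nominal. Detection: intracellular calcium via Fluo-8 no-wash fluorescent dye. Measure: % inhibition. Benchmarks: ATP-challenged DMSO wells low, unchallenged DMSO wells high.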
OXTR potentiator: potentiates the human oxytocin receptor response. P30559. CHO-OTR cells, Fluo-8 calcium fluorescence, potentiator mode; 0% = oxytocin EC15, 100% = EC100. activation, % at 3 µM. 320,000 tested, 0.061% active. AID 2445;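 active = activation above that plate's cutoff, the mean activation of tested compounds plus 3 SD, cut at about 6.6% in these data, passing the limit was not always enough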;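 note: 100% uses oxytocin at 75 nM as the full agonist control; some results filed as inactive read as strong as hits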
Target sequence (P30559 whole entry, looked up): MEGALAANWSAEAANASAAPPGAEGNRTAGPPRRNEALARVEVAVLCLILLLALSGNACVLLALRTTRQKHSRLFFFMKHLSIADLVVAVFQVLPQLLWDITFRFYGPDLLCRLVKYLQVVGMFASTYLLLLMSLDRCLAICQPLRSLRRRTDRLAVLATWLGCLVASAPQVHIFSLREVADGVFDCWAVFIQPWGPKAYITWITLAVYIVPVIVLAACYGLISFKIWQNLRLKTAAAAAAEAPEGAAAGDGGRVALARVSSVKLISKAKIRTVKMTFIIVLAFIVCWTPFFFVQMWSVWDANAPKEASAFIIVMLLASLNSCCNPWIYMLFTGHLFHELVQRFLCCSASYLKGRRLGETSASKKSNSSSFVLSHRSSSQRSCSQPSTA
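assay system = CHO-OTR cells, human receptor | schedule = compound 6 min at room temperature before oxytocin, 100 s read | detection = Fluo-8 intracellular calcium fluorescence, ex 470-495, em 515-575 nm | evaluation = normalized max/min fluorescence ratio, % activation | control set = EC15 oxytocin alone as 0%, 75 nM oxytocin (EC100) as 100%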
OXTR agonist: human OXTR agonism; P30559; 320,000 tested, 0.32% active; activation, % at 3 µM; AID 2435; CHO-OTR cells, Fluo-8 calcium fluorescence; normalized: DMSO 0%, oxytocin 100%;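 active = activation above the mean of all tested compounds plus 3 SD, cutoff set per screening run, cut at about 20% in these data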;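 note: peak over basal fluorescence ratio from a 100 s FLIPR kinetic read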
Active calls of the source: *; · = not tested or not shown; & = joins results of further samples.

structure | V1R ag counter | TAAR1 agonist | M1 antag | TAAR1 antagonist | M1 PAM | M1 ag | CHO parental Ca | OXTR potentiator | OXTR agonist
COc1ccccc1N1C(=O)CC(Sc2nccc(C)n2)C1=O (configuration not stated) | 0.9 | 1.7 | -14.5 | 13.9 | 7.3 | 0.1 | -3.5 | -0.2 | 0.9
COc1ccc(NS(=O)(=O)c2cccc(NC(=O)CCC(=O)c3cccs3)c2)cc1 | 5.6 | 1.1 | 0.4 | -2.8 | 2.5 | -4.1 | -19.2 | -11.8 | 6.3
COCCNC(=O)C1(C)Cc2c(-c3cccc(C(N)=O)c3)ccnc2O1 (configuration not stated) | · | -0.9 | -6.1 | 1.6 | 2.9 | -1.0 | · | · | ·
O=C(O)c1ccc2c(c1)C(=O)N(c1ccccc1-c1ccccc1)C2=O | 0.7 | 5.3 | -5.2 | 4.6 | 6.3 | -3.2 | -9.7 | -2.8 | -0.3
CCOC(=O)c1ccc(S(=O)(=O)N2CCN(Cc3cc4c(cc3O)OCO4)CC2)cc1 | 2.0 | 5.8 | 1.3 | 5.1 | -4.2 | -4.0 | -9.2 | -8.1 | 0.1
O=C1Nc2ccccc2C1=Nc1ccc(-c2nnc3n2CCCCC3)cc1 | 0.9 | 3.9&5.0 | -14.9&-1.4 | -17.3&-1.6 | 8.3&11.4 | -3.7&-0.5 | 2.6 | -12.3 | -0.3
C=CCn1c(SCC(=O)c2[nH]c(C)c(C(=O)OCC)c2C)nc2scc(-c3ccc(OC)cc3)c2c1=O | · | 2.8 | -1.7 | 8.9 | -1.1 | -7.5 | · | · | ·
Cc1cc(C)c(S(=O)(=O)N2CCC(C(=O)NCc3ccco3)CC2)c(C)c1 | 2.3 | 14.8 | -6.9 | -2.6 | 5.0 | -3.0 | -16.5 | -1.3 | 2.6
CC(=O)N1c2ccc(S(=O)(=O)NCCC(=O)NC3CCCC(C)C3C)cc2CC1C (configuration not stated) | 4.5 | 3.5 | -5.1 | 7.3 | 4.0 | -1.8 | -16.7 | -10.4 | 3.5
O=C(Nc1ccc(Cl)cc1)Nc1ccc(N2CCOCC2)cc1 | 3.0 | 66.1* | 11.5 | 79.3* | -1.9 | -0.6 | 8.9 | -14.1 | 2.0
Cc1ccc(Cl)cc1N1CCN(C(c2cccnc2)c2nnnn2C2CCCCC2)CC1 (configuration not stated) | -0.1 | 4.1 | -14.1 | 1.5 | -0.1 | 0.4 | -15.5 | -3.1 | -0.2
CCN(C(=O)c1c(N)cnn1C)c1ccccc1 | 0.5 | 0.4 | 11.2 | -0.3 | -0.8 | -0.6 | -5.9 | -14.9 | -0.2
COc1ccc(C2/C=C\CN(C(=O)Nc3ccccc3-c3ccccc3)CC(=O)N2Cc2ccc(F)cc2)cc1 (configuration not stated) | 1.2 | · | 1.9 | · | 0.3 | -1.2 | -22.6 | -8.4 | -1.0
CN1CCN(c2ccc(-c3cccc(NC(=O)COc4ccc(Cl)cc4)c3)nn2)CC1 | 2.2 | 8.2 | 12.2 | 16.1 | -10.3 | -4.7 | 0.3 | 2.2 | 3.8
CC(=O)c1c(C)[nH]c(C(=O)NC2CCCCC2)c1C | 0.9 | 7.5 | 4.2 | 15.8 | -0.8 | -3.4 | -15.3 | -0.6 | 0.7

Next part:
structure | V1R ag counter | TAAR1 agonist | M1 antag | TAAR1 antagonist | M1 PAM | M1 ag | CHO parental Ca | OXTR potentiator | OXTR agonist
Cc1oc2c(cc(NS(=O)(=O)c3cccs3)c3ccccc32)c1C(=O)OC(C)C | -0.1 | -0.6 | -23.6 | -11.8 | -0.2 | -2.6 | -21.2 | -7.8 | -2.0
CN1C(=O)c2ccc(C(=O)NCc3ccccn3)cc2C1=O | -0.1 | 0.3 | -9.0 | -8.8 | 7.8 | -1.4 | 6.7 | -4.3 | 0.4
CNC(=O)c1cnc(-c2ccccc2)nc1-c1ccccc1 | 1.6 | -0.1 | -1.2 | -9.4 | 2.0 | -4.2 | -4.9 | -2.6 | 1.1
O=C(CN1CCOCC1)Nc1ncc(Br)cc1Br | -0.6 | 4.0 | 2.0 | -26.3 | -5.7 | -5.7 | -6.5 | -16.3 | -1.3
COc1ccc(CNC(=O)OCc2nccnc2C(=O)Nc2ccc(Br)cn2)cc1 | 0.1 | 0.2 | 9.8 | -30.1 | -3.6 | 0.1 | -9.0 | -1.6 | 0.2
CCC1COCCS(=O)(=O)N1Cc1ccc(Cl)cc1 (configuration not stated) | 0.1 | 14.8 | 14.0 | -1.8 | 2.0 | -10.2 | -11.3 | -4.2 | 0.1
Cc1ccc(NC(=S)NCc2cccn2C)cc1 | 3.8 | 4.5 | 9.6 | 15.6 | -2.3 | -6.8 | -3.2 | -10.2 | 3.2
COc1cc(C=O)ccc1OCc1ccc(Cl)nc1 | -0.1 | 1.4 | -1.2 | -28.1 | 4.9 | -0.2 | -3.9 | -3.1 | -0.2
COc1cccc(NC(=O)CCS(=O)(=O)c2cc3c(cc2Cl)NC(=O)CO3)c1 | 0.6 | 2.1 | -7.1 | -3.0 | 5.3 | -2.1 | -6.0 | -1.3 | 0.1
CC(=O)Nc1c(Br)cc(N2C(=O)CCC2=O)cc1Br | 0.1 | -0.6 | 7.8 | 9.0 | 1.2 | -2.6 | 8.8 | -9.7 | 0.0
COc1cccc(/C=C/c2ccc3cccc(O)c3n2)c1OC | 2.7 | 1.1 | -7.0 | 33.8 | 3.8 | 1.4 | 15.5 | -6.2 | -1.3
CC1C=CCC2C(=O)N(c3cccc(C(=O)Nc4ccc(Br)cc4)c3)C(=O)C12 (configuration not stated) | 3.9 | 3.7 | -11.5 | 49.8* | 6.6 | 0.0 | -13.8 | -9.3 | 1.1
CC(C)(C)c1cc(CN2CCN(CCC#N)CC2)cc(C(C)(C)C)c1O | -0.2 | 2.3 | 0.9 | -2.2 | -2.9 | 13.5 | -17.6 | -6.0 | -1.3
CCN(CC)S(=O)(=O)c1ccc(-c2nnc3sc4cccc(C)c4n23)cc1 | 2.2 | -0.4 | -4.3 | -7.2 | -0.7 | -8.4 | 5.1 | -20.0 | 2.9
Cc1cc(NS(=O)(=O)c2cccs2)no1 | -0.3 | 8.1 | -0.7 | 4.1 | 3.5 | -3.8 | 0.9 | -6.7 | 0.0

Additional structures follow:
structure | V1R ag counter | TAAR1 agonist | M1 antag | TAAR1 antagonist | M1 PAM | M1 ag | CHO parental Ca | OXTR potentiator | OXTR agonist
CCc1ccc(OCC(=O)NC(=S)Nc2ccc(C(=O)O)cc2)cc1 | 0.0 | -1.6 | -15.6 | -3.0 | -0.6 | -0.9 | -4.2 | -7.2 | 0.3
CCOc1c(OC)cc(C2C(C#N)=C(N)Oc3n[nH]c(-c4ccncc4)c32)cc1OC (configuration not stated) | -0.8 | 6.5 | -8.6 | -10.0 | 7.7 | -1.4 | 0.6 | -8.3 | -0.6
COCCOC(=O)C1=C(C)NC(C)=C(C(=O)OCCOC)C1/C=C/c1ccccc1OC | 2.2 | 0.2 | 3.5 | 7.7 | -4.5 | -0.8 | -9.7 | -7.7 | 1.1
COc1ccccc1C1C(C(N)=O)=C(C)Nc2ncnn21 (configuration not stated) | 0.9 | 7.0 | -4.0 | -8.6 | 2.2 | -0.4 | -1.3 | 0.8 | 0.3
O=C(Nc1ccc(-c2cn3ccccc3n2)cc1)c1cccs1 | 1.7 | 8.7 | 2.8 | 19.6 | -7.3 | -7.5 | -11.5 | -8.3 | -0.2
Cc1nn(CC(=O)N2CCN(c3cccc(C(F)(F)F)c3)CC2)c(=O)c2cccn12 | 5.7 | 2.4 | -15.8 | -5.3 | 7.5 | 3.1 | -8.9 | -12.7 | 5.0
Cc1cc(=O)[nH]c2n[nH]c(-c3ccccc3)c12 | -0.2 | 6.4 | -5.4 | 5.3 | 5.2 | -2.5 | -2.8 | 0.7 | 0.0
Cc1ccc(Nc2cc(Cl)nc(N)n2)c([N+](=O)[O-])c1 | · | 2.5 | -9.0 | -1.4 | 1.0 | -4.9 | · | · | ·
Cc1cccc(C(C)C)c1NC(=O)C1CCN(S(=O)(=O)c2ccccc2)CC1 | 6.0 | 4.3 | -4.5 | -15.7 | -0.4 | 1.3 | 13.7 | -9.6 | 1.8
CCOC(=O)C1CCN(C(=O)CCn2c(=O)oc3ccccc32)CC1 | · | 0.8 | -14.3 | -6.4 | 10.8 | -3.4 | · | · | ·
O=C(Nc1cccc(Cl)c1)N1CCCCCC1 | 0.4 | 0.1 | -12.8 | -2.5 | 10.7 | -6.2 | -11.0 | -4.5 | -0.2
CCOC(=O)C1=C(c2ccccc2)OC(N)=C(C#N)C1c1ccncc1 (configuration not stated) | 1.7 | 5.5 | -7.1 | 7.5 | 3.6 | -4.4 | -6.9 | 0.6 | 1.0
CCCC(c1nnnn1Cc1cccs1)N1CCN(C2CCCC2)CC1 (configuration not stated) | -0.3 | 5.7 | 7.5 | 8.3 | -2.4 | -5.5 | -3.3 | -4.8 | 0.1
COc1ccc(CN2CCC(C(=O)c3ccc(Cl)cc3)CC2)cc1 | 1.5 | 2.3 | -4.7 | 3.9 | -0.6 | -8.6 | -12.2 | -1.2 | 2.0
CC(/C=N/n1c(COc2ccccc2)n[nH]c1=S)=C\c1ccccc1 | 0.0 | -1.6 | -11.7 | -4.0 | 0.4 | -7.1 | -6.6 | -3.0 | -0.9

The results go on:
structure | V1R ag counter | TAAR1 agonist | M1 antag | TAAR1 antagonist | M1 PAM | M1 ag | CHO parental Ca | OXTR potentiator | OXTR agonist
O=C(COC(=O)c1ccccc1F)NC1CCCC1 | 0.2 | 6.1 | -3.9 | -20.7 | 1.0 | -3.6 | -3.2 | -7.0 | -0.4
COc1cccc(-c2nc(Cc3ccc(OC)c(OC)c3)no2)c1 | 4.8 | 4.8 | 0.7 | 6.4 | -3.4 | 2.8 | -10.9 | -9.8 | 5.0
CC1CCCCN1CCCNC(=O)CCCN1C(=O)c2cccnc2Sc2ccccc21 (configuration not stated) | -0.2 | · | 0.4 | · | 3.1 | -5.6 | -10.5 | 3.0 | -0.3
C/C(=C\C(=O)c1ccc(F)cc1)Nc1ccc(N2CCOCC2)cc1 | 0.2 | 9.5 | -2.8 | -6.4 | 4.2 | -2.6 | -25.6 | -5.3 | 0.6

High-throughput results (PubChem BioAssay)
